Compound activity from PubChem.
OPRM1-OPRD1 inv: inverse agonists of MOR-DOR heterodimerization, primary screen, cell-based, luminescence | cell-based MOR-DOR heterodimer luminescence, inverse agonism | inhibition, % at 9.3 µM | 340,000 tested, 0.21% active; in the data active means inhibition above about 22%, passing the limit was not always enough;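 further: 0% = cells with DMSO and 100% = wells without cells with DMSO; values of inactives mirror those of a sister screen read the other way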
MOR-DOR ag: agonists of OPRM1-OPRD1 heterodimerization, primary screen, cell-based, luminescence. AID 504326, 2011. 340,000 tested, 0.3% active. Mu-type opioid receptor (Homo sapiens) + Delta-type opioid receptor (Homo sapiens), …. activation, % at 9.3 µM. cells; in the data active means activation above about 18%;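 further: 0% = vehicle-treated cells and 100% = reference agonist; values of inactives mirror those of a sister screen read the other way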
phage Ecoli inh: growth loss of phage-infected E. coli, primary screen, RecBCD inhibitor project, absorbance, with phage, HTS; inhibition, % at 11.9 µM; 360,000 tested, 0.26% active; AID 651602, 2012; in the data active means inhibition above about 11%
Mot1-301 SUMO: yeast Mot1-301 growth rescue at high temperature, primary screen, SUMOylation pathway inhibitor project, S. cerevisiae, ATP luminescence, 38.5C; 320,000 tested, 1% active; S. cerevisiae Mot1-301 growth rescue; percent above DMSO median, 100 means doubled; growth rescue, % at 18.8 µM; AID 2716, 2010;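 active means every valid replicate shows activation above 250% relative to neutral control wells; inactive means the rest, any valid replicate at or below 250%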;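 further: OY570 slx delta 5 strain wells were the positive control but not used for scaling; some compounds called inactive have numbers as strong as hits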
DSG3 Ab inh: inhibitors of pemphigus antibody binding to DSG3, primary screen, biochemical, bead-based, flow cytometry, scFv-GFP; Desmoglein-3 (Homo sapiens), P32926; DSG3-coupled beads, scFv-anti-DSG3-GFP binding; stronger effect = lower value; binding (percent of control), % at 10 µM; 310,000 tested, 0.48% active; AID 588358, 2011;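 active means binding more than 3 SD below its plate's average and above zero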;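 further: hits lower antibody fragment binding to DSG3; some compounds called inactive have numbers as strong as hits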
Target sequence (P32926 whole entry, looked up, the tested form may be a part): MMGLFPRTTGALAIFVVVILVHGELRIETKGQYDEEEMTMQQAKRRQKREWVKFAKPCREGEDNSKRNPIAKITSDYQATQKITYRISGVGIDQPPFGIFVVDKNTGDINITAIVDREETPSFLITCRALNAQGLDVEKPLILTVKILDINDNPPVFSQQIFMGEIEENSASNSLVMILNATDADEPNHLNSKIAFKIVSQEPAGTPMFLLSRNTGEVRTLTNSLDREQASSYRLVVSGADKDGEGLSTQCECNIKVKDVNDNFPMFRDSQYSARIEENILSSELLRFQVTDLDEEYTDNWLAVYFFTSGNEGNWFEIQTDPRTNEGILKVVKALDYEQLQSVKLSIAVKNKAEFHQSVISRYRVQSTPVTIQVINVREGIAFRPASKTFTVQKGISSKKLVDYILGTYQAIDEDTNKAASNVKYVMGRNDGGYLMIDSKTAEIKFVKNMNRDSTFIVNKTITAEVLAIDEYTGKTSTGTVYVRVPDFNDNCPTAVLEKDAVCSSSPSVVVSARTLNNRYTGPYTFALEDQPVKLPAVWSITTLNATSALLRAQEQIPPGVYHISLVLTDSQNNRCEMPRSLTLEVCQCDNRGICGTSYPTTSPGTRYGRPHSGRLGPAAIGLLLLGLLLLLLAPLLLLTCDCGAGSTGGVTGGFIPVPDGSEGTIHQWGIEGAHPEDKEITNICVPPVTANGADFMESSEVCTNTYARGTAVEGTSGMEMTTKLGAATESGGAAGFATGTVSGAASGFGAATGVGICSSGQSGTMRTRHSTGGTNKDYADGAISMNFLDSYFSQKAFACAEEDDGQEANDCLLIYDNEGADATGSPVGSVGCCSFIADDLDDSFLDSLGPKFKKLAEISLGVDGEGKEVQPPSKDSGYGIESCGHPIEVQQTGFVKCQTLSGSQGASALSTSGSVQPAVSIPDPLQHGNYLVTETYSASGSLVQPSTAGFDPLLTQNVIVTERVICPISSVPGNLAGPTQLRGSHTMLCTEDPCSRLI
HTR5A ag ctr: HTR5A agonists in luminescence cell assay, primary screen, counter-screen for OPRM1-OPRD1 heterodimer agonist project, full-deck HTS; 5-hydroxytryptamine receptor 5A (Homo sapiens), P47898; cell-based; activation, % at 9.3 µM; 340,000 tested, 0.61% active; AID 504692, 2011; in the data active means activation mostly above about 9.5%, no sharp cut-off; inactive means mostly below about 7.6%;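 further: 0% = cells with vehicle only and 100% = reference agonist; strong numbers were not always called active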
Ecoli viability: E. coli V3065 growth inhibition, primary screen, counter-screen for AddAB inhibitor project, absorbance, OD600 | 18 h | inhibition, % at 11.9 µM | 330,000 tested, 0.27% active | AID 449728, 2010;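 active means inhibition above the campaign's mean inhibition across all tested compounds plus 3 SD, cut at about 9.9% in these data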;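 further: uninfected addAB+ strain grown without phage in ampicillin broth; 0% = DMSO wells and 100% = ciprofloxacin 0.95 µg/ml wells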
HTR5A inv ag: HTR5A inverse agonists in luminescence cell assay, primary screen, counter-screen for OPRM1-OPRD1 heterodimer inverse agonist project, full-deck HTS; HTR5A cell line, inverse agonism; inhibition, % at 9.3 µM; 340,000 tested, 0.083% active; AID 504634, 2011; in the data active means inhibition mostly above about 23%, no sharp cut-off; inactive means mostly below about 18%;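 further: 0% = cells with DMSO and 100% = no-cell wells with DMSO; some compounds called inactive have numbers as strong as hits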
AddAB inh: growth inhibition of E. coli expressing H. pylori AddAB, primary screen, AddAB inhibitor project, absorbance; 330,000 tested, 0.29% active; inhibition, % at 11.9 µM; AID 435030, 2010; in the data active means inhibition above about 12%;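 further: 0% = vehicle wells of infected cells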
PfHsp90 yeast 2: growth inhibition of PfHsp90-expressing yeast, primary screen, antimalarial PfHsp90 inhibitor project, S. cerevisiae, BacTiter-Glo luminescence, single point, set 2. BacTiter-Glo ATP, 48 h; yeast lacking PDR1 and PDR3 efflux regulators. inhibition, % at 9.4 µM. 310,000 tested, 0.32% active. AID 504621, 2011;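 active means every replicate shows inhibition above about 80%, whatever the replicate mean, limit read from the data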;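 further: 0% = DMSO neutral controls and 100% = 20 µM radicicol positive controls; yeast relying on Plasmodium falciparum Hsp90 in place of its own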
PKA-R1A activ: activators of PKA-R1A holoenzyme, primary screen, biochemical, fluorescence polarization, Cy5-IP20, bovine R1A, mouse PKAc | cAMP-dependent protein kinase type I-alpha regulatory subunit (Bos taurus) + … | PKA-R1A dissociation; scaled: DMSO 0%, 113 µM cGMP 100% | activation, % at 11.4 µM | 340,000 tested, 0.083% active | AID 504707, 2011;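 active means percent activation above the mean of all tested compounds plus 3 SD, cut at about 19% in these data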;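 further: higher means more PKAc released from R1A so a rise in polarization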
* = called active by the depositor; · = no result given. Compounds were not picked by outcome (roughly 3.2% active in at least one column).

SMILES	OPRM1-OPRD1 inv	MOR-DOR ag	phage Ecoli inh	Mot1-301 SUMO	DSG3 Ab inh	HTR5A ag ctr	Ecoli viability	HTR5A inv ag	AddAB inh	PfHsp90 yeast 2	PKA-R1A activ
CC(=O)Nc1ccc(NC(=O)c2cc(-c3ccc(C)c(C)c3O)n[nH]2)cc1	-4	0.9	-0.1	-4	99	7	-2.6	-29	-1.5	30	-3
Cc1cc(C)nc(Nc2nc3ccccc3o2)n1	-1	0.2	0.5	-7	109	-3	2.4	-5	4.6	-7	6
C(=N\N1CCN(c2ccccn2)CC1)/c1cccc2ccccc12	-8	1.6	-4.7	5	105	3	-1.1	-11	0.7	4	-9
CCCC1CC(C(=O)Nc2ccccc2)C(=O)O1 (configuration not stated)	10	-2.0	0.5	1	109	7	-1.0	2	1.2	2	5
CS(=O)(=O)N1CCN(C(=O)CCc2ccccc2)CC1	-3	0.6	0.7	-13	99	-2	-0.1	7	-0.9	-17	-8
O=C(COC(=O)c1ccccc1O)Nc1ccc(N2CCOCC2)cc1	20	-5.3	3.4	0	111	-1	-1.8	7	0.4	-21	12
O=S(=O)(c1ccc(F)c(Cl)c1)N1CCCC1	-6	1.1	2.5	-9	108	-1	-0.4	-3	-0.1	-12	4
Cc1ncoc1C(=O)Nc1ccc(Oc2ccccc2)cc1	-13	2.3	1.9	-3	101	4	-3.1	-8	-2.8	17	-16
COc1ccc2nc3oc(C(=O)N4CCCCC4)cc3cc2c1	6	-1.1	2.8	-10	107	-4	-0.9	7	1.7	24	-8
CCC1(c2ccc(F)cc2)NC(=O)N(CC(=O)N2c3ccccc3NC(=O)CC2C)C1=O (configuration not stated)	8	-2.1	-0.8	-2	·	-1	2.1	2	-1.3	0	1
Cc1ccc(C(=O)NC(=S)NNC(=O)CC#N)cc1	-12	1.8	2.5	12	88	-5	-0.8	12	5.0	-14	-1
COc1cccc(/C=C2\SC(=S)N(N3CCOCC3)C2=O)c1OC	-16	3.1	2.1	198	96	12	-1.3	-34	3.2	-9	12
CSc1nc(N)nc2c1ncn2CC(=O)NCCCN1CCCC1=O	·	·	2.5	-19	102	·	-1.1	·	0.3	20	-4
COc1ccc(OC)c(CN2CCC(C(=O)N3CCOCC3)CC2)c1	6	-1.2	2.0	-6	113	3	-0.9	-34	2.8	15	-1
CCC(C)c1ccc(NC(=S)NCc2cccs2)cc1 (configuration not stated)	-35	7.0	6.2	29	100	1	2.6	-20	1.8	·	-17
Cc1ccc(CC(CC(=O)O)C(=O)NC2CCCCC2)cc1 (configuration not stated)	10	-2.2	2.5	-7	98	-3	1.0	6	1.6	-29	2
CCn1c(SCC(=O)NC2CCCC2)nnc1-c1ccncc1	-1	0.1	-0.1	194	·	-1	-1.4	1	3.3	32	-5
C/C(=C\CCC1(C)C2CC3C(C2)C31C)C(=O)O (configuration not stated)	3	-0.6	2.0	-1	107	3	-0.8	6	2.4	7	5
CCOC(=O)c1cc2c(nc1NC(=S)NCc1ccccc1)CCCC2	23	-4.9	2.0	1	114	6	-0.3	6	1.2	-5	-7
CCC(CC)C(=O)Nc1nnc(SCC(=O)NC2CC2)s1	3	-0.6	0.4	2	109	0	-0.3	-1	3.0	17	0

Some of these compounds in order of SMILES length, low to high.
SMILES	OPRM1-OPRD1 inv	MOR-DOR ag	phage Ecoli inh	Mot1-301 SUMO	DSG3 Ab inh	HTR5A ag ctr	Ecoli viability	HTR5A inv ag	AddAB inh	PfHsp90 yeast 2	PKA-R1A activ
Cc1ccc(CC(CC(=O)O)C(=O)NC2CCCCC2)cc1 (configuration not stated)	10	-2.2	2.5	-7	98	-3	1.0	6	1.6	-29	2
O=C(COC(=O)c1ccccc1O)Nc1ccc(N2CCOCC2)cc1	20	-5.3	3.4	0	111	-1	-1.8	7	0.4	-21	12
CC(=O)Nc1ccc(NC(=O)c2cc(-c3ccc(C)c(C)c3O)n[nH]2)cc1	-4	0.9	-0.1	-4	99	7	-2.6	-29	-1.5	30	-3

Taken from above:
Mot1-301 SUMO, CSc1nc(N)nc2c1ncn2CC(=O)NCCCN1CCCC1=O is entered as -19
HTR5A ag ctr, CCC1(c2ccc(F)cc2)NC(=O)N(CC(=O)N2c3ccccc3NC(=O)CC2C)C1=O (configuration not stated) is entered as -1
MOR-DOR ag, C/C(=C\CCC1(C)C2CC3C(C2)C31C)C(=O)O (configuration not stated) is entered as -0.6
Ecoli viability, COc1ccc(OC)c(CN2CCC(C(=O)N3CCOCC3)CC2)c1 is entered as -0.9

Additional structures follow.
SMILES	OPRM1-OPRD1 inv	MOR-DOR ag	phage Ecoli inh	Mot1-301 SUMO	DSG3 Ab inh	HTR5A ag ctr	Ecoli viability	HTR5A inv ag	AddAB inh	PfHsp90 yeast 2	PKA-R1A activ
O=C(NCc1ccco1)C1CC(=O)N(c2ccc(F)cc2)C1 (configuration not stated)	11	-1.9	3.0	-13	101	0	0.4	-32	-1.6	-1	-3
Cc1ccc(-c2csc(NC(CO)c3nc4ccccc4n3CCOCCO)n2)cc1 (configuration not stated)	5	-0.9	1.2	-6	95	4	1.6	-10	2.9	-6	8
COc1ccc(CN(C)CC2CCCN(CCc3ccc(Cl)cc3)C2)cc1OC (configuration not stated)	-1	0.2	-2.0	9	97	-4	-0.8	17	1.9	-2	3
O=C(NC1CC1)C1CCN(C2CCN(Cc3ccccc3C(F)(F)F)CC2)CC1	13	-2.6	3.3	313*	·	-1	0.2	-19	0.3	26	7
Cc1sc2ncn3ncnc3c2c1C	15	-2.4	1.5	-1	·	2	0.4	-19	2.1	7	-7
CCN1C(=O)/C(=C2/C=CC=CN2C)OC1=S	16	-3.1	3.9	-27	99	-4	0.7	16	-0.1	17	-4
Cc1cs/c(=N/C(=S)Nc2ccccc2)n1C	9	-1.5	1.8	8	96	-4	0.6	8	1.5	-13	-12
CC(C)C(C(=O)NC1CCCC1)N(Cc1ccco1)C(=O)CNS(=O)(=O)c1ccccc1 (configuration not stated)	11	-2.0	1.2	17	109	15	0.2	-39	3.5	-76	-10
Cc1ccc(S(=O)(=O)N2CCN(S(=O)(=O)N3CCOCC3)CC2)cc1	7	-1.2	-0.1	-7	102	-1	-0.6	-29	1.2	-1	14
O=C(c1ccc(S(=O)(=O)Nc2ccc(F)cc2)cc1)N1CCN(c2ccccn2)CC1	6	-1.2	2.2	6	104	6	0.9	-6	3.3	6	-12
CN(C(=O)CN1C(=O)CCSc2ccc(S(=O)(=O)N3CCCC3)cc21)c1ccccc1	6	-1.1	-0.6	99	·	0	-1.6	13	2.0	4	-2
COc1ccc(CC(=O)Nc2nc(-c3ccc(F)c(F)c3)cs2)cc1OC	-22	4.2	1.9	44	99	4	-1.6	-11	3.6	-20	-1
CCOC(=O)c1cnc2ccc(C(=O)OC)cc2c1Nc1cccc(C(=O)O)c1	13	-2.6	2.0	-5	116	-1	-1.2	2	-0.1	-2	-8
COc1ccc(C(C)(C)C)cc1NC(=O)COc1ccc(-c2nnco2)cc1	-6	1.6	4.0	-14	99	-6	-5.2	-23	-1.5	·	-2
CC(C)N(C(=O)Cn1cc(SCC(=O)NCC2CCCO2)c2ccccc21)C(C)C (configuration not stated)	8	-1.9	1.9	-5	·	7	-1.1	-21	0.5	-7	2
COc1ccccc1OCCCCCCN1CCOCC1	18	-3.9	2.7	79	101	-2	1.3	5	0.7	18	-14
Cc1ccc(NC(=O)[C@H](Cc2ccccc2)NC(=O)C2CCNCC2)cc1	0	-0.1	3.7	3	·	0	0.5	-4	7.5	-15	-5
Cc1cccc(NC(=S)NC(=O)C(c2ccccc2)c2ccccc2)n1	-60	14	2.8	-1	103	11	1.5	-27	6.1	-22	2
O=C(O)C1CCCCC1C(=O)Nc1ccccc1F (configuration not stated)	6	-1.1	1.4	-13	95	-1	0.2	-7	2.7	·	-9
Brc1ccc(-c2csc(N/N=C/c3ccc4c(c3)OCO4)n2)cc1	-13	2.6	1.3	82	103	0	1.9	-5	2.5	19	-5

Looked up one by one from the list above, 2 records:
SMILES	OPRM1-OPRD1 inv	MOR-DOR ag	phage Ecoli inh	Mot1-301 SUMO	DSG3 Ab inh	HTR5A ag ctr	Ecoli viability	HTR5A inv ag	AddAB inh	PfHsp90 yeast 2	PKA-R1A activ
O=C(NCc1ccco1)C1CC(=O)N(c2ccc(F)cc2)C1 (configuration not stated)	11	-1.9	3.0	-13	101	0	0.4	-32	-1.6	-1	-3
Cc1cs/c(=N/C(=S)Nc2ccccc2)n1C	9	-1.5	1.8	8	96	-4	0.6	8	1.5	-13	-12

Next structures
SMILES	OPRM1-OPRD1 inv	MOR-DOR ag	phage Ecoli inh	Mot1-301 SUMO	DSG3 Ab inh	HTR5A ag ctr	Ecoli viability	HTR5A inv ag	AddAB inh	PfHsp90 yeast 2	PKA-R1A activ
O=C(NCc1ccccc1)C1=C[C@H](c2ccccc2)C[C@H](OCc2ccc(CO)cc2)O1	1	-0.1	1.7	-4	99	-7	-0.8	20	1.3	16	1
CCN(c1ccccc1)S(=O)(=O)c1cc(C(=O)Oc2ccc3c(C)cc(=O)oc3c2)ccc1C	9	-1.7	2.2	-8	100	2	1.0	5	0.5	-9	7
CC(=O)CSc1nnc(-c2ccncc2)n1C	13	-2.1	3.6	-12	·	7	0.7	-9	1.0	8	-7
Cc1ccc(S(=O)(=O)Nc2cccc(/C=C/C(=O)O)c2)cc1	7	-1.1	3.0	-12	·	3	-2.8	-9	-1.7	9	7
CS(=O)(=O)Oc1ccc2c(c1)O/C(=C\c1cccnc1)C2=O	6	-1.2	2.6	9	100	2	0.4	12	0.0	-14	2
COc1cccc(/C=N/NC(N)=S)c1OS(=O)(=O)c1ccccc1	-4	0.6	-0.4	105	·	-3	0.6	8	3.8	·	0
C/C(CC(C)C)=N\Nc1ccc(S(N)(=O)=O)cc1[N+](=O)[O-]	-17	3.1	2.7	87	101	-3	0.5	7	-2.5	13	-6
Cc1ccnc(NC(=O)C2CCN(S(=O)(=O)c3cccc4nsnc34)CC2)c1	10	-1.7	1.8	-1	95	-2	2.0	-8	1.0	-4	-2

Just OPRM1-OPRD1 inv, for some of the entries so far:
SMILES	OPRM1-OPRD1 inv
COc1cccc(/C=N/NC(N)=S)c1OS(=O)(=O)c1ccccc1	-4
C/C(CC(C)C)=N\Nc1ccc(S(N)(=O)=O)cc1[N+](=O)[O-]	-17
Cc1ccnc(NC(=O)C2CCN(S(=O)(=O)c3cccc4nsnc34)CC2)c1	10
